Rac1 GTP hydrolysis – MgcRacGAP GTPase-activating activity inhibitors, confirmation, biochemical, ADP Hunter fluorescence; MgcRacGAP-stimulated Rac1 GTP hydrolysis, ADP Hunter fluorescence; higher % means a stronger effect; GST-tagged Rac1 F28L mutant substrate; 340,000 tested, 0.6% active; inhibition, % at 30 µM; hits with a dose series show IC50 in µM;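 active = first-screen hits whose inhibition reached a set limit at any dose in the follow-up dose series; inconclusive = inhibition above the set first-screen limit but never retested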;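 also: fluorescence reports GDP produced by GAP-driven GTP hydrolysis; strong numbers were not always called active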
GPR55 beta-arrestin – GPR55 agonists via beta-arrestin recruitment, primary screen, imaging, U2OS cells, beta-arrestin-GFP redistribution (AID 1961); U2OS GPR55 beta-arrestin-GFP redistribution imaging; higher % means a stronger effect; activation, % at 10 µM; hits with a dose series show EC50 in µM; 290,000 tested, 0.048% active;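 active = activation above 40% with more than 50 cells counted in the well; inconclusive = wells holding fewer than 50 cells, flagged as toxic or sparse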;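 also: U2OS osteosarcoma cells stably expressing GPR55 and beta-arrestin-GFP; plate controls were DMSO negative control for no effect and LPI positive control for full effect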
SV40 large T antigen – TAg ATPase/helicase activity blockers – biochemical (AID 1903); SV40 large T antigen ATPase/helicase inhibition assay; higher % means a stronger effect; inhibition, % at 20 µM; hits with a dose series show IC50 in µM; 310,000 tested, 0.39% active; in the data active = a potency from the dose series; inconclusive = inhibition mostly from about 32% at the one dose, without a potency; inactive = the rest, 99 in 100 with inhibition below about 32%; also: strong numbers were not always called active
KOR beta-arrestin-1 – kappa opioid receptor activators – cell-based, luminescence, uHTS, primary screen (AID 1777). KOR beta-arrestin recruitment, luminescence; higher % means a stronger effect. 280,000 tested, 0.02% active. activation, % at 10 µM, or EC50 in µM where a hit was titrated; in the data active = activation above about 50%, passing the limit was not always enough; also: a part of the inactive calls stands beside numbers as strong as those of hits
GPR55 antagonists – GPR55 antagonists blocking LPI-driven arrestin recruitment, primary screen, imaging, U2OS, beta-arrestin-GFP, LPI agonist (AID 2013). 290,000 tested, 0.13% active. U2OS GPR55 beta-arrestin-GFP translocation imaging, LPI antagonism; higher % means a stronger effect. one-dose inhibition, % at 10 µM; IC50 in µM for titrated hits;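 active = spots per cell inhibited over 60%, with over 100 cells counted and total cytoplasm intensity under 500,000; inconclusive = wells with under 100 cells, flagged as likely toxic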;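 also: U2OS cells stably carrying GPR55 and arrestin-GFP stimulated by 5 µM LPI near EC80; imaged beta-arrestin-GFP aggregate spots per cell after agonist stimulation; plate controls were LPI-stimulated DMSO wells for no effect and DMSO wells without LPI for full effect; some results filed as inactive read as strong as hits; confirmed hits need IC50 under 10 µM and bright autofluorescent wells are also inconclusive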
NOD2 inhibition – inhibition of NOD2-driven NF-kB reporter – cell-based, luminescence, uHTS, HEK293 (AID 1566); HEK293 NOD2/NF-kB luciferase reporter, luminescence; higher % means a stronger effect; 290,000 tested, 0.63% active; inhibition, % at 4 µM; hits with a dose series show EC50 in µM; also: many of its hits are not listed in these tables
KOR beta-arrestin-2 – kappa opioid receptor blockers – cell-based, luminescence, uHTS (AID 1778) | KOR beta-arrestin recruitment, luminescence, antagonist mode; higher % means a stronger effect | one-dose inhibition, % at 10 µM; IC50 in µM for titrated hits | 290,000 tested, 0.091% active; also: strong numbers were not always called active
NOD1 inhibition – NOD1 signaling inhibitors, primary screen, cell-based, luminescence, uHTS (AID 1578). NOD1-driven NF-kB luciferase reporter cells, luminescence; higher % means a stronger effect. inhibition, % at 4 µM, or EC50 in µM where a hit was titrated. 290,000 tested, 1% active; in the data active = inhibition mostly above about 36%, no sharp cut-off; inactive = mostly below about 34%;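 also: HEK-293T reporter cells stimulated with the NOD1 agonist gamma-tri-DAP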
HIV peptide binding – cell-free HIV fusion peptide-binding blockers – biochemical, uHTS, fluorescence dequenching, primary screen (AID 1986); inhibition, % at 20 µM, or IC50 in µM where a hit was titrated; cell-free peptide binding, fluorescence dequenching, 30 min; higher % means a stronger effect; 290,000 tested, 0.3% active; in the data active = inhibition mostly above about 52%, no sharp cut-off; inactive = mostly below about 76%; also: some results filed as inactive read as strong as hits
The depositor's hits bear a star; ? = inconclusive; nt = not tested or not shown; [ ] = dose if it differs, or a comment. Rule as the data show it, unless noted: active = inhibition above about 50%; inactive = the rest.

SMILES | Rac1 GTP hydrolysis | GPR55 beta-arrestin | SV40 large T antigen | KOR beta-arrestin-1 | GPR55 antagonists | NOD2 inhibition | KOR beta-arrestin-2 | NOD1 inhibition | HIV peptide binding
O=C1CCC(C(=O)OCc2cc(=O)oc3ccc4ccccc4c23)=NN1 | 6.6% | -0.2% | 27.3% | 0.7% | -0.1% | 6.9% | 19.1% | 0.9% | 1.2%
COc1ccccc1CCNC(=O)/C(=C/c1cccnc1)NC(=O)c1ccccc1 | 3.0% | 0.2% | 0.0% | 5.2% | 15.5% | 17.6% | -12.4% | -2.7% | -0.3%
O=C(c1c(Cl)nc2sccn12)N1CCN(c2cccc(Cl)c2)CC1 | 19.0% | -1.0% | 13.2% | -3.6% | -19.7% | -17.7% | -56.1% | -18.7% | 0.1%
COC(=O)CS(=O)(=O)c1cc(Br)cc2c1N(C(C)=O)CC2 | 7.3% | -0.3% | 12.6% | -2.3% | 7.6% | -7.3% | -12.3% | -37.1% | 2.1%
O=C(Nc1ccccc1)c1ccc(N2CCN(c3ccccc3)CC2)c(S(=O)(=O)N2CCOCC2)c1 | 6.4% | 0.3% | 3.0% | -4.0% | -9.6% | -7.3% | 24.3% | 4.2% | 0.7%
N#Cc1ccc(C(=O)Nc2nc(SCc3ccc(Cl)cc3)n[nH]2)cc1 | 6.5% | -0.1% | -6.3% | -0.4% | -4.2% | -3.9% | -73.0%[20 µM] | -23.2% | -0.9%
COc1cccc(CNC(=O)C2CCN(S(=O)(=O)N3CC(C)CC(C)C3)CC2)c1 (stereo not drawn) | -0.4% | -0.1% | 17.8% | 3.7% | -6.2% | 4.1% | -2.2% | -4.4% | 0.4%
Cc1cc2oc(=O)cc(CN3CCCCC3C)c2cc1C (stereo not drawn) | 5.0% | 0.0% | 1.2% | -1.7% | -10.4% | 18.5% | 0.0% | 4.7% | 0.2%
CCOc1ccc(N(CC(=O)NCCSCc2ccccc2Cl)S(C)(=O)=O)cc1 | 16.8% | -0.2% | 3.7% | -0.6% | 10.7% | -8.9% | -5.8% | 37.7% | -0.2%
Cc1oc2ccccc2c1CC(=O)NCCCN(C)C | nt | -0.2% | -4.9% | 0.1% | 5.2% | 24.7% | -4.6% | 8.6% | -0.3%
CCN(CC)CCN(C(=O)/C=C/c1cccs1)c1nc2ccc(Cl)cc2s1 | 4.1% | -0.2% | 2.3% | 10.3% | 24.3% | 0.2% | -28.4% | -10.7% | -0.8%
Clc1cccc(CN2CCCCCCC2)c1Cl | 14.0% | -0.1% | 8.2% | 8.2% | 17.0% | -12.6% | 15.2% | -5.6% | 1.6%
Cc1csc(NC(=O)c2cc(C)nc3ccccc23)n1 | 8.9% | -0.4% | 0.3% | -3.5% | 4.5% | -2.2% | -1.1% | -33.0% | 2.1%
COC(c1ccc(Cl)cc1)(c1ccc(Cl)cc1)C(Oc1nccc(C)n1)C(=O)O (stereo not drawn) | -1.8% | -0.2% | 12.4% | 1.3% | 10.5% | 12.0% | 3.7% | -12.8% | 5.1%
CCc1noc(C)c1C(=O)OCC(=O)NC(=O)c1ccccc1OC | 4.0% | 0.0% | 6.2% | -0.7% | 17.9% | 2.3% | 7.1% | -25.2% | 1.1%
CCN(CC)CCCNC(=O)Cn1ccc2ccccc2c1=O | 13.1% | -0.3% | 3.6% | -4.1% | 1.5% | 7.9% | 2.4% | -34.8% | -2.6%
CCCCNCCOCCOc1ccc(F)cc1 | ? | -0.2% | 12.1% | -4.8% | 15.4% | 5.9% | 1.5% | 0.5% | 1.3%
Cc1ccc(-c2csc(-c3c[nH]c4ccccc34)n2)c(C)c1 | 9.1% | 0.3% | -1.6% | -1.9% | 0.4% | -34.1% | 11.6% | -25.4% | -1.8%
CCCN1Cc2cccc(C(=O)NC3CCCC3)c2C1=O | 5.8% | -0.1% | 18.6% | -3.4% | -4.4% | 5.4% | 31.0% | -32.2% | -1.3%
COc1ccc(NC(=O)CN(c2ccc(C)cc2)S(=O)(=O)c2c(C)nn(C)c2C)cc1 | -5.2% | -0.1% | 8.0% | 2.6% | 3.9% | 16.7% | -7.4% | -10.6% | 0.7%
COCCN1Cc2cccc(C(=O)NC(C)c3cccs3)c2C1=O (stereo not drawn) | 7.0% | -0.2% | 15.8% | -6.6% | 19.7% | 5.0% | 9.9% | -9.9% | 1.8%
Cc1ccc2[nH]cc(CCNC(=O)/C=C/c3ccco3)c2c1 | 3.7% | -0.1% | 10.4% | -0.9% | 16.0% | 2.9% | 29.4% | -5.2% | -1.9%
Cc1ccccc1C(=O)NCc1nnc(SCC(=O)N2c3ccccc3Sc3ccccc32)n1C | 11.5% | 0.3% | 2.7% | -11.1% | 10.1% | -0.3% | 5.4% | -8.8% | 0.5%
CCN(CC)CCNC(=O)c1ccc(N2CCCCC2)c(NS(=O)(=O)c2ccc(C)cc2)c1 | 11.6% | 0.2% | 2.0% | 0.7% | 30.1% | -3.2% | 16.2% | -19.9% | 1.4%
Cn1c[n+](C)cc1-c1ccc(/C(N)=N/O)cc1 | 9.3% | 0.4% | 7.0% | 3.1% | -20.8% | 15.4% | 0.9% | 33.9% | 0.5%
CCOC(=O)c1c(N=CN(C)C)c(C#N)n2c1CCC2 | 12.9% | -0.2% | -1.6% | 8.9% | nt | 4.8% | 11.5% | -11.6% | 0.9%
COc1ccc(N(CC(=O)Nc2cc(Cl)ccc2OC)S(=O)(=O)c2c(C)[nH]c(=O)[nH]c2=O)cc1 | -0.8% | 0.2% | 4.2% | -1.6% | -5.1% | 10.7% | -31.7% | 1.8% | 8.8%
CC(C)CC(=O)NC(=S)Nc1ccc(N2CCN(C(=O)c3cccs3)CC2)cc1 | 9.1% | 0.1% | 13.2% | 9.8% | 0.7% | 5.0% | 11.9% | -10.0% | -0.2%
C/C(CC(=O)Nc1ccc(N(C)C)cc1)=N\NC(=O)C(=O)NCc1ccccc1 | 14.3% | 1.0% | ? | -0.8% | 7.8% | 8.3% | -15.7% | -50.9% | 5.6%
N=c1c(C(=O)NCc2ccccc2)cc2c(=O)n3ccccc3nc2n1CCCN1CCOCC1 | 8.8% | -1.0% | nt | -2.9% | -0.3% | -19.6% | -9.8% | 2.5% | 1.0%
COc1ccc(N(C(=O)c2ccncc2)S(=O)(=O)c2ccc3c4c(cccc24)C(=O)N3C)cc1 | 7.9% | 0.1% | 20.8% | 2.1% | 10.1% | -55.2% | 20.7% | -6.5% | -2.1%
CC(NC(=O)c1ccc(C23CC4CC(CC(C4)C2)C3)cc1)C(=O)O (stereo not drawn) | 11.8% | 0.0% | 18.1% | -9.4% | -5.4% | -1.0% | -10.9% | -22.8% | 12.3%
O=C1[C@@H]2CSCN2C(=O)CN1CCc1cccc(F)c1 | 7.0% | -0.1% | 1.9% | 3.2% | 1.5% | 10.2% | 3.0% | -0.3% | 1.0%
COc1cc(Cl)c(C)cc1NC(=O)c1ccccc1NC(=O)CN1CCOCC1 | 3.6% | 0.5% | 13.5% | 2.6% | -10.9% | 6.7% | -15.5% | -0.4% | -0.7%
Cc1ccc(C(=O)Nc2nc3nc(-c4ccccc4)cc(=O)n3[nH]2)cc1 | 16.1% | -0.1% | 8.1% | 0.7% | 9.4% | -3.2% | -33.7% | 5.8% | 7.2%
O=C(NC1CCCCCC1)c1ccc(CS(=O)(=O)Cc2ccc(F)cc2)o1 | 7.4% | -0.1% | 16.5% | -1.3% | -5.5% | -4.3% | 30.7% | -31.9% | -0.5%
COc1ccccc1C(=O)NCc1n[nH]c(=S)n1Cc1ccccc1 | -3.1% | 0.1% | 13.4% | 0.8% | 4.7% | -3.0% | 10.7% | -37.3% | -0.8%
N#C/C(=N/Nc1ccc(S(=O)(=O)N2CCOCC2)cc1)C(N)=O | 2.5% | 0.3% | 17.6% | -4.5% | -6.9% | 6.7% | 24.3%[20 µM] | -31.9% | -0.2%
Cc1sc2nc(N)sc2c1C | ? | 0.8% | 9.9% | 5.1% | 7.9% | 1.6% | -18.5% | 9.7% | 1.6%
O=C(NC(NC1CCS(=O)(=O)C1)C(=O)c1ccccc1)c1ccc(Cl)cc1 (stereo not drawn) | 4.5% | -0.1% | 8.2% | 4.4% | 9.5% | 13.7% | -44.3% | 23.2% | 0.7%
NC(=O)C(F)(F)C12OC3C4C5CC(C6C5C3C61)C42 (stereo not drawn) | 6.4% | 0.2% | -5.4% | -2.4% | -15.2% | 3.9% | -14.7% | -2.6% | 0.7%
COc1ccc(/C=N/NC(=O)c2ccn[nH]2)cc1COc1ccc(Cl)cc1 | 8.9% | 0.2% | 23.2% | 6.0% | 15.7% | -4.4% | -4.7% | 6.1% | 1.2%
CC(C)Cc1nc(N2CCN(C(=O)Cc3ccccc3)CC2)c(C#N)c2c1COC(C)(C)C2 | nt | 0.1% | nt | 3.7% | 7.9% | -8.2% | -18.5% | -41.3% | -1.0%
Cc1cc(N/N=C/c2ccc([N+](=O)[O-])o2)nc2ccccc12 | 7.2% | -0.2% | 6.1% | -2.7% | 4.4% | -17.6% | 3.8% | -59.4% | 10.4%
CN1CCC(NCCC(c2ccc(F)cc2)c2ccc(Cl)cc2)CC1 (stereo not drawn) | ? | 0.0% | 7.2% | -0.5% | -4.9% | -11.5% | -33.8% | -10.4% | 0.1%
CCc1ccc(C(O)(CC)C(CN2CCOCC2)c2ccccc2)cc1 (stereo not drawn) | 6.3% | -0.3% | 0.6% | -4.2% | 2.7% | 5.4% | -12.9% | -9.2% | 1.7%
Cc1ccc(CNC(=O)CSc2nc3ccccc3c3nc(C)nn23)cc1 | nt | -0.2% | 4.1% | -1.3% | 5.2% | 20.1% | -11.4% | -14.6% | -0.5%
COc1ccc(NC(=O)C2CC(=O)NC(Nc3cccc(C)c3)=N2)cc1 (stereo not drawn) | 9.1% | 0.0% | 6.0% | 0.8% | -2.6% | -10.6% | 5.1% | -33.1% | 0.6%

Assay outcomes: PubChem, several laboratories

Not all compounds are listed, so the mix of outcomes need not match the whole.
